# GlmU inhibition = inhibition of mycobacterial GlmU enzyme – biochemical, glucosamine-1-phosphate acetyltransferase (AID 1376). Bifunctional protein GlmU (Mycobacterium tuberculosis (strain ATCC 25618 / H37Rv)). M. tuberculosis GlmU acetyltransferase enzyme assay; higher % means a stronger effect. inhibition, %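 (tested at 30 µM in the primary screen)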, or IC50 in µM where a hit was titrated. hit rate 0.25% among 220,000; in the data active means inhibition above about 13%;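 further: 0% = complete reaction with vehicle and 100% = reaction without substrate; strong numbers were not always called active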
# Mtb RmlCD inh = M. tuberculosis RmlC/RmlD coupled enzyme inhibitors, primary screen, biochemical, compound mixtures, 384-well, from 1536-well plates; hit rate 0.03% among 160,000; inhibition, % at 3.6 µM; RmlC+RmlD coupled enzyme assay, percent inhibition; primary screen in compound mixtures; dTDP-4-dehydrorhamnose reductase (Mycobacterium tuberculosis (strain ATCC 25618 / H37Rv)) …; in the data active means inhibition mostly above about 34%, no sharp cut-off; further: some results filed as inactive read as strong as hits
# Target sequence (P9WH09 whole entry, looked up): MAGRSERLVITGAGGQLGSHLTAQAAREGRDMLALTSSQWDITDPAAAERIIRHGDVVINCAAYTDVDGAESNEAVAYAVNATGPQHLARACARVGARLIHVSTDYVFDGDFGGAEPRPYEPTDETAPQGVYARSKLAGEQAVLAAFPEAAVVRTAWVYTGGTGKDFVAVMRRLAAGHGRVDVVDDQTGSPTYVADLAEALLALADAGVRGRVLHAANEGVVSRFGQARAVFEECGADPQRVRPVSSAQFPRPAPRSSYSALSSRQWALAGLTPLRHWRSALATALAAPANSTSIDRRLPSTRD
# Target sequence (P9WH11 whole entry, looked up): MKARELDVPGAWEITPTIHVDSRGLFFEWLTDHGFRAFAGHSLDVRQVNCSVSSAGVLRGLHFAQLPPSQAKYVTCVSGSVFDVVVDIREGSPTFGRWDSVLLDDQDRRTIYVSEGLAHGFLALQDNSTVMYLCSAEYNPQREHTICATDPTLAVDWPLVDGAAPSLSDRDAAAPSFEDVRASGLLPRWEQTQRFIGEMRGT
# Numbers without * were called inactive; nt = no result given.
compound | GlmU inhibition | Mtb RmlCD inh
CN(C)/C=N/C(=S)Nc1cc(Cl)cc(Cl)c1 | 9.4% | 9.3
CCC(Oc1ccccc1)C(=O)Nc1ccc(S(=O)(=O)NCC2CCCO2)cc1 (configuration not stated) | 2.5% | nt
CCOC(=O)N1CCN=C1SCc1ccc(Cl)c(Cl)c1 | -4.8% | -2.9
C=CCn1c(-c2cccn(Cc3ccc(Cl)cc3Cl)c2=O)n[nH]c1=S | 6.3% | 1.9
CCCCCCCCCCCC(=O)N1CC(=O)NC(=O)C1 | 3.5% | 16.5
CCCCN(CC)CCNc1c(NC2CCN(C(=O)OCC)CC2)c(=O)c1=O | 6.5% | nt
Cc1onc(-c2ccccc2)c1C(=O)NCCc1ccc(S(N)(=O)=O)cc1 | 3.9% | -8.6
Cc1ccccc1OCC(O)Cn1c(NCc2ccco2)nc2c1c(=O)n(C)c(=O)n2C (configuration not stated) | 1.6% | -5.8
c1ccc2c(CNC3CCCCC3)c[nH]c2c1 | -1.0% | nt
CCn1c(=O)cc(OCC(=O)NCCCN2CCC(C)CC2)c2ccccc21 | -3.3% | 11.0
COc1ccc(C(=O)CCC(=O)O)cc1 | 1.7% | -4.4
C=CCC1c2cccc(C(=O)O)c2C(=O)N1c1ccc(F)cc1 (configuration not stated) | -2.2% | nt
CCOc1ccc2oc(-c3ccccc3)c(C(=O)N3CCN(C)CC3)c2c1 | -1.4% | -2.6
COc1ccc(C(=O)c2c[nH]c(C(=O)NCc3ccco3)c2)cc1 | nt | 1.6
CCOC(=O)C1=C(C)Nc2ncnn2C1c1cc(OC)ccc1OC (configuration not stated) | 6.8% | nt

# (continued)
compound | GlmU inhibition | Mtb RmlCD inh
Cc1ccc(C(=O)N2CCN(S(=O)(=O)c3ccc(C)cc3)CC2)cc1 | -0.4% | nt
O=C(NCc1cccs1)c1cc(-c2cccc(Cl)c2)on1 | 3.1% | nt
CCC(C)(C)NC(=O)C(c1ccncc1)N(C(=O)Cn1nnc2ccccc21)c1cc2c(cc1C(C)=O)OCO2 (configuration not stated) | 0.3% | -0.5
COc1ccc(NC(=O)CS(=O)CC(=O)Nc2ccc(OC)c(OC)c2)cc1 (configuration not stated) | -4.7% | -8.2
COc1ccc(CCNC(=O)c2cccnc2)cc1OC | -6.0% | 8.9
CCOc1ccc(NC(=S)Nc2cccc3cnccc23)cc1 | -4.4% | -1.3
Cc1cc(C(=O)N/N=C2/CC(C)CC(C)(C)C2)c(C)o1 (configuration not stated) | 2.6% | -15.3
Cc1nn(-c2ccccc2Cl)c(Cl)c1/C=C(\C#N)C(N)=O | -1.7% | nt
O=C(c1ccc(NS(=O)(=O)c2cccs2)cc1)N1CCN(c2ccccc2Cl)CC1 | 2.2% | 5.1
Cc1ccc(NC(=O)c2ccoc2C)cc1C | -3.7% | -9.7
COc1cc([N+](=O)[O-])cc(/C=N/NC(=O)c2cncc(Br)c2)c1O | 5.8% | -7.9
CCOC(=O)c1cn(Cc2c(C)c(C)c(C)c(C)c2C)nn1 | -5.1% | 8.6
CCN1CCN(C(=O)c2cc3nc(-c4ccccc4)cc(C(F)(F)F)n3n2)CC1 | 7.2% | 10.6
COc1cc(N=c2ssnc2Cl)c(OC)cc1Cl | 6.8% | nt
S=C(NC1CCCCC1)N1CCC(c2cnc[nH]2)CC1 | 4.4% | nt

# Next section
compound | GlmU inhibition | Mtb RmlCD inh
Cc1cccc(N2CCN(C(=O)Cc3c(C(=O)O)[nH]c4ccc(Cl)cc34)CC2)c1C | 4.4% | nt
CCCCNc1nc(CC(C)=O)ns1 | -2.8% | nt
O=C1C2CCCN2C(c2ccc(F)cc2)N1c1cccc(Cl)c1 (configuration not stated) | 3.0% | 4.7
COc1ccc(CNC(=O)CN2CCN(S(=O)(=O)c3cccs3)CC2)cc1OC | -2.6% | 15.6
O=c1cc(COn2nnc3ccc(C(F)(F)F)cc32)nc2sccn12 | 0.6% | 10.2
CN1CCC(NC(=O)Cc2c(F)cccc2Cl)CC1 | 1.4% | -1.6
Cc1ccc(C(N)=S)c(C)c1 | 0.9% | -0.3
O=c1[nH]c(=S)[nH]c(O)c1N=Nc1ccc(OC(F)F)cc1 | -9.0% | 6.2
O=C(CCCN1C(=O)/C(=C/c2cccc(Br)c2)SC1=S)Nc1cccnc1 | 3.4% | nt
Cc1ccc(S(=O)(=O)N2CCCCC2)cc1NC(=O)c1ccc2ccccc2n1 | -4.9% | -12.0
O=C(Nc1ccccc1)C1CCCN1/C=C/C(=O)C(F)(F)F (configuration not stated) | 3.5% | -8.4
Cc1nc2scc(-c3ccc(Cl)cc3)c2c(=O)n1N | -1.7% | 5.8
COCCNC(=O)CSc1nc2cc3c(cc2c(=O)n1CCCC(=O)NCc1ccc(OC)cc1)OCO3 | 0.1% | -10.8
C=CCNC(=O)/C(C#N)=C/c1ccccc1OCc1ccc(C(=O)OC)cc1 | 0.7% | -13.5
COc1cc2nc(CN(C)Cc3ccc(SC)cc3)[nH]c(=O)c2cc1OC | 2.5% | nt

# Going on with the list.
compound | GlmU inhibition | Mtb RmlCD inh
O=c1c2ccccc2oc2ccc(C#CC3(O)CCCCC3)cc12 | 0.8% | nt
CCOc1ccc(NC(=O)CSc2nnc(C)n2Cc2ccccc2)cc1 | 2.0% | nt
COc1cc(/C=C2\SC(=O)N(CCN)C2=O)ccc1OS(=O)(=O)c1cc(C)ccc1C | -11.5% | 9.2
O=C(c1cc(-c2ccccn2)nc2ccc(Cl)cc12)N1CCN(CCc2ccccc2)CC1 | 0.6% | 17.1
CCOC(=O)C(C)Sc1nnc(-c2c[nH]c3ccccc23)n1C (configuration not stated) | -1.5% | 7.0
Cn1c(=O)cc(SCC(=O)N2CCC3(CC2)OCCO3)c2ccccc21 | -5.5% | 5.8
CCCn1c(=O)[nH]c(=O)c2c(C(F)(F)F)cc(-c3ccc(C)cc3)nc21 | -2.8% | 3.2
O=C(CN1CCC(O)CC1)N1c2ccccc2C=Cc2ccccc21 | 6.2% | -12.7
O=c1c2c(nc3c(-c4cccc5ccccc45)c[nH]n13)CCC2 | 2.7% | 20.6
CC(=O)Nc1ccc(N2C(C(C)=O)=NN(c3ccccc3)C2c2cccs2)cc1 (configuration not stated) | -1.3% | 23.0
CC1(C)NC(=O)N(CCCOc2ccccc2Br)C1=O | -0.2% | nt
Cc1cc(C)n(CC(=O)N/N=C/c2ccc([N+](=O)[O-])s2)n1 | 2.3% | 5.4
CCOc1ccc(-n2c(COc3ccc(C)cc3)nnc2SCC(N)=O)cc1 | 0.5% | nt
CC(C)N=c1cc2n(-c3ccc(Cl)cc3)c3ccccc3nc-2cc1Nc1ccc(Cl)cc1 | -0.7% | nt
Cc1cc(C=C2C(=O)c3ccccc3C2=O)c(C)n1-c1cccc(C(=O)O)c1 | 7.3% | 0.1

# Continuation.
compound | GlmU inhibition | Mtb RmlCD inh
COc1ccc(C(=O)C2CCCN(C(=O)c3cccnc3OC)C2)cc1F (configuration not stated) | 6.7% | 9.1
Cc1cc(NS(=O)(=O)c2ccc(NC(=O)Cc3cccs3)cc2)no1 | 3.0% | -13.5
CC(NS(=O)(=O)c1ccc([N+](=O)[O-])cc1)C(=O)NN (configuration not stated) | -1.8% | -11.7
CS(=O)(=O)N1CCc2cc(NC(=O)c3ccc(Cl)cc3Cl)ccc21 | -4.4% | nt
CC(C)C(=O)NCCc1nc(-c2ccc(Cl)cc2)no1 | 5.6% | nt
O=C(CCl)NCCN1C(=O)S/C(=C\c2cccnc2)C1=O | -9.9% | -0.6
Cc1ccc(-n2c(O)c(C=NCc3cccnc3)c(=O)[nH]c2=O)cc1C | -1.2% | nt
Cc1nn(-c2ccccc2)c2c1C(c1cccc([N+](=O)[O-])c1)N(c1ccccc1)C(=O)N2 (configuration not stated) | -4.6% | nt
CC[N+](CC)(CCCCS(=O)(=O)[O-])CCNP1(=O)C=C(c2ccccc2)OC(c2ccccc2)=C1 | -2.5% | -8.9
COc1ccccc1-n1c(=S)[nH]c2c(sc(=S)n2-c2ccccc2)c1=O | 0.8% | 4.6
COc1ccc(NC(=O)CSc2nnc(Cn3c(=O)sc4ccccc43)n2C)cc1 | -1.8% | -5.5
Cc1cc(Cl)ccc1OCC(=O)NC(=S)Nc1ccccc1N1CCOCC1 | 4.1% | -6.7
Cn1c(=O)[nH]c(=O)c2c1nc(N1CCOCC1)n2CCc1ccccc1 | -0.1% | nt
COc1ccc2c(c1)-c1c(sn(-c3ccc(OC)c(OC)c3)c1=S)C(C)(C)N2 | -4.2% | nt
COc1ccc(C(NC(=O)c2ccccc2F)NC(=O)c2ccccc2F)cc1 | 0.4% | -7.8

# The list continues.
compound | GlmU inhibition | Mtb RmlCD inh
CC(C)(C)OC(=O)NCCC(=O)N/N=C/c1ccc2nccnc2c1 | -2.8% | -8.7
O=S(=O)(NC1CCCCC1NCc1ccco1)c1ccc(Cl)cc1 (configuration not stated) | 1.4% | nt
COc1cc(S(=O)(=O)N2CCC(c3nc4ccccc4s3)CC2)ccc1S(=O)(=O)NC1CCCC1 | -1.1% | -5.0
COc1cc2c(cc1OC)-c1nnc(-c3cccs3)n1C(C)(C)C2 | -2.0% | nt
COc1cccc(NC(=O)Cn2c(SCC(=O)N3CCOCC3)nc3ccccc32)c1 | -3.2% | -11.2
CCOC(=O)C(NC(=O)c1ccccc1)=C1C=C(C)OC(C)=C1 | -0.2% | 9.0
CCn1c(-c2ccccc2SC)n[nH]c1=S | -1.9% | 2.4
COC(=O)c1ccc(-n2c(C)nc(=O)c(-c3ccccc3)c2C)cc1 | -3.2% | 9.6
Cn1c(Cl)c(/C=N/OC(=O)C2CC2)c2ccccc21 | 0.9% | -10.0
CCOc1ccc(NC(=O)c2ccc(NCC(=O)N3CCCCCC3)cc2)cc1 | 5.4% | 2.4
c1coc(CNC2CCCCC2)c1 | -4.1% | nt
O=C(NCC1OCCCN1S(=O)(=O)c1cc(F)ccc1F)C(=O)NC1CCCCC1 (configuration not stated) | 4.3% | -2.5
c1ccc(CCNc2nc(-c3cccnc3)cs2)cc1 | -7.0% | 6.6
CC(=O)c1cc2c(cc1NS(=O)(=O)c1ccc(C)cc1)OCCO2 | 5.9% | 15.8
COc1ccccc1C1C(C(N)=O)=C(C)Nc2nc(-c3ccccc3Cl)nn21 (configuration not stated) | 2.5% | 5.2

# Among those listed so far, 4 contain a COOH group:
compound | GlmU inhibition | Mtb RmlCD inh
COc1ccc(C(=O)CCC(=O)O)cc1 | 1.7% | -4.4
C=CCC1c2cccc(C(=O)O)c2C(=O)N1c1ccc(F)cc1 (configuration not stated) | -2.2% | nt
Cc1cccc(N2CCN(C(=O)Cc3c(C(=O)O)[nH]c4ccc(Cl)cc34)CC2)c1C | 4.4% | nt
Cc1cc(C=C2C(=O)c3ccccc3C2=O)c(C)n1-c1cccc(C(=O)O)c1 | 7.3% | 0.1

# Other compounds.
compound | GlmU inhibition | Mtb RmlCD inh
CCN(CC)CCOC(=O)c1ccc(NC(=O)CNC(=O)c2ccccc2)cc1 | 1.9% | 4.9
CCOC(=O)N1CCC(NC(=O)c2ccc3c(c2)N(CC)CCS3)CC1 | 0.8% | nt
Cc1nn(Cc2cccc(C(=O)Nc3ccn(Cc4c(F)c(F)cc(F)c4F)n3)c2)c(C)c1[N+](=O)[O-] | -0.6% | -4.2
C=CCN1C(=O)N/C(=C/c2ccc(N3CCOCC3)o2)C1=O | 4.2% | 3.2
COc1cc2c(cc1OC)C(=O)NCC(C)(C)O2 | 4.1% | 4.5
Cc1cccc(-n2c(=O)c(C#N)cc3c(=O)n4ccccc4nc32)c1 | 10.8% | nt
Cc1nn(C)c(C)c1S(=O)(=O)NCc1cccs1 | 5.4% | nt
CC(NS(=O)(=O)c1cccc(Cl)c1)C(=O)N(C)C1CCN(C)CC1 (configuration not stated) | 2.3% | nt
CCOC(=O)c1c(C)[nH]c(C(=O)COC(=O)CCC2CCCC2)c1C | 2.5% | nt
Cc1cc(C)n(-c2nc3c(c(=O)[nH]c(=O)n3C)n2CC(O)COc2ccccc2C)n1 (configuration not stated) | -2.2% | nt
O=C1c2oc3ccc(F)cc3c(=O)c2C(c2ccc(F)cc2)N1CCCN1CCOCC1 (configuration not stated) | -4.8% | nt
Cc1ccc(S(=O)(=O)N2CCC(=O)N(CCOCc3ccccc3C)CC2)cc1 | -1.9% | nt
COc1c(N2CCN(C(=S)NCc3ccccc3)C(C)C2)c(F)cc2c(=O)c(C(=O)O)cn(C3CC3)c12 (configuration not stated) | -1.1% | 9.6
COc1ccccc1N(CC(=O)NC(C)(C)C)C(=O)Cn1nnc(-c2ccc(C)o2)n1 | 3.9% | -12.3
CC1CN(c2ccc(S(=O)(=O)N3CCOCC3)cn2)CC(C)O1 (configuration not stated) | -1.1% | 11.2

# More records follow:
compound | GlmU inhibition | Mtb RmlCD inh
NC(=O)CCC1NC(=S)N(Cc2ccccc2)C1=O (configuration not stated) | -1.1% | -4.1
CC(C)(C)c1cc(=O)n(-c2ccccc2)[nH]1 | -7.4% | 2.3
CN1C2CCC1/C(=C/c1cccn1C)C(=O)/C2=C\c1cccn1C | 0.8% | 7.8
O=C(COC(=O)CSc1ccc2ccccc2c1Br)NC1CC1 | -3.3% | nt
CC(=O)c1ccc(N2CCN(C(=O)c3ccc4c(Cl)c5c(nc4c3)CCCC5)CC2)cc1 | 3.4% | nt
Cc1sc2ncnc(OCC(=O)c3ccc(S(=O)(=O)N4CCCC4)cc3)c2c1C | 8.9% | 10.3
COc1ccc2c(c1)cc(C(O)c1ccccn1)n2S(=O)(=O)c1ccccc1 (configuration not stated) | -4.6% | -2.3
C/C(CC(=O)Nc1ccc2c(c1)OCO2)=N\NC(=O)c1ccccc1N | 1.9% | 9.5
CCN(c1ccccc1)S(=O)(=O)c1cc(OC)ccc1OC | -0.3% | nt

# High-throughput results: PubChem, several laboratories

# A portion of the library; count on the stated rates, not on these rows.
